HCV NS3 hel inh: inhibitors of HCV NS3 helicase, primary screen, biochemical, Cy5 molecular beacon fluorescence; Hepatitis C virus NS3 helicase; NS3 helicase DNA unwinding; inhibition, % at 10.9 µM; hit rate 0.56% among 290,000; AID 1800, 2009;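 active = inhibition above the mean of all tested compounds plus 3 SD, set per campaign, cut at about 35% in these data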;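 note: 0% = DMSO wells and 100% = thioflavine S control wells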
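test system = hepatitis C virus NS3 helicase domain fragment enzyme | reagent = annealed dual-labelled DNA beacon duplex, ATP-started | times = 1 h at 25 °C | detection = Cy5 fluorescence, 0 and 60 min reads | read-out basis = percent inhibition from t60/t0 fluorescence ratio | control set = DMSO and thioflavine S | replication = one well per compound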
M18AAP inhibitor: PfM18AAP inhibitors, malaria aminopeptidase, primary screen, biochemical, QFRET, recombinant enzyme; hit rate 1.2% among 290,000; inhibition, % at 7.35 µM; M18 aspartyl aminopeptidase (Plasmodium falciparum 3D7); H-Glu-NHMec fluorogenic cleavage; AID 1822, 2009;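 active = inhibition above the campaign mean inhibition over all tested compounds plus 3 SD, cut at about 28% in these data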;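 note: 0% = plate median of test compound wells and 100% = 2 mM ZnCl2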
MEKK2wt PB1 HTS: modulators of MEK5 binding to wildtype MEKK2, primary screen, biochemical, multiplex bead flow cytometry, Alexa488-MEK5. Alexa488-MEK5 binding to MEKK2 WT; actives lie on both sides. binding response (% of control), % at 10 µM. hit rate 1.1% among 290,000. AID 1531, 2009; in the data active = binding response below about 67% or above about 130%
IMP-1 inh: IMP-1 metallo-beta-lactamase inhibitors, primary screen, biochemical, epi-absorbance readout, Pseudomonas aeruginosa enzyme | metallo-beta-lactamase IMP-1 (Pseudomonas aeruginosa) | purified IMP-1, nitrocefin hydrolysis, epi-absorbance fluorescence | inhibition, % at 5.6 µM | hit rate 0.45% among 290,000;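 active = inhibition above the mean plus 3 SD of all compounds in the same screening run, cut at about 4.5% in these data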;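 note: 0% = IMP-1 with DMSO and 100% = DMSO wells lacking enzyme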
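system = purified recombinant IMP-1 beta-lactamase | amount = 0.2 nM IMP-1, as dispensed | medium = HEPES buffer pH 7.1 with ZnSO4 and Brij 35 | times = 25 °C, 15 min preincubation, 25 min reaction | detection = plate fluorescence quenching by hydrolysis product, ex 480/em 530 nm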
SUMO HTRF inh: inhibitors of in vitro SUMOylation cascade, primary screen, biochemical, HTRF, uHTS; HTRF SUMOylation assay, SAE1/SAE2 + UBC9; inhibition, % at 35 µM; hit rate 0.36% among 290,000; AID 2006, 2009; in the data active = inhibition above about 50%, passing the limit was not always enough; note: strong numbers were not always called active
Target sequence (P63279 whole entry, looked up): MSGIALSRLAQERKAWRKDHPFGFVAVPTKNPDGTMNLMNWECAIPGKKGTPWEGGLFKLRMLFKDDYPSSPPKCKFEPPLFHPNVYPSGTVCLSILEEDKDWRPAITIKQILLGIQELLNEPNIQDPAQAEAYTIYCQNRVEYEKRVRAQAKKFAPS
FID counter: compounds displacing fluorescent DNA intercalator, primary screen, artefact control for HCV NS3 helicase inhibitor project, biochemical, FID fluorescence. DNA fluorescent intercalator displacement. inhibition, % at 7.9 µM. hit rate 0.17% among 290,000. AID 1845, 2009; in the data active = inhibition above about 37%;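 note: 0% = vehicle and 100% = reference compound; higher means more ethidium bromide displaced from hairpin DNA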
NALP1 inh: NALP1 inflammasome inhibitors in reconstituted yeast, colorimetric, S. cerevisiae, triplicate retest; inhibition, % at 10 µM; hit rate 0.61% among 280,000; S. cerevisiae NALP1/ASC/caspase-1 growth, X-gal OD620, 72 h; in the data active = inhibition mostly above about 24%, no sharp cut-off; inactive = mostly below about 32%; note: some compounds called inactive have numbers as strong as hits
MEKK2 mut-MEK5: MEK5 binding signal on mutant MEKK2 PB1, primary screen, biochemical, multiplex bead flow cytometry, Alexa488-MEK5. hit rate 0.35% among 290,000. Alexa488-MEK5 binding to MEKK2 mutant. percent response, % at 10 µM. AID 1530, 2009; in the data active = percent response above about 24%, passing the limit was not always enough; note: inactives centre near 1; some results filed as inactive read as strong as hits
VIM-2 inh: VIM-2 metallo-beta-lactamase inhibitors, primary screen, biochemical, epi-absorbance readout, Pseudomonas aeruginosa enzyme | purified VIM-2, nitrocefin hydrolysis, epi-absorbance fluorescence | AID 1527, 2009 | hit rate 0.89% among 290,000 | inhibition, % at 5.6 µM;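 active = inhibition above the mean of all tested compounds plus 3 SD, cutoff set per screening run, cut at about 7.5% in these data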;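 note: red hydrolysis product quenches plate fluorescence so inhibitors raise well fluorescence; 0% = enzyme with DMSO and 100% = DMSO without enzyme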
* hit, by the source's call; . = not tested or not shown; [ ] = dose if it differs, or a comment.

item	SMILES	HCV NS3 hel inh	M18AAP inhibitor	MEKK2wt PB1 HTS	IMP-1 inh	SUMO HTRF inh
1	Cc1n[nH]c(=S)c2nn(-c3ccccc3)c(C)c12	2	5	.	-3.4	4
2	C/C(=N\NC(=O)c1n[nH]c2c1CCC2)c1cccs1	9	9	108	-3.3	7
3	Cc1cccc(OCC(O)CNC(=O)c2ccccc2C(=O)O)c1 (stereo not drawn)	1	1	106	-0.6	.
4	COc1ccc(Cl)cc1NC(=O)CSc1nnc(-c2ccco2)o1	4	0	104	-1.0	-10
5	Cc1cc(C)cc(Nc2cc(C)nc3nc(C)nn23)c1	-6	4	107	-2.5	8
6	COc1ccc(OC)c(/C=N/N(C)c2ccccc2)c1	2	4	99	-4.2	-2
7	CCOC(=O)N1CCN(C(=O)Cc2ccc(-n3c(=S)[nH]c4ccccc4c3=O)cc2)CC1	-5	2	93	-0.3	28
8	CN(C)/C=C(\C#N)C(=O)Nc1ccccc1	-3	-9	101	-2.0	7
9	O=C(O)C=C(Br)Br	-10	2	110	-2.5	-21
10	Cc1cccc(NC(=O)C2CCN(C(=O)[C@@H]3Cc4ccccc4CN3)CC2)c1	-5	-6	104	-2.0	3
11	CCn1c2ccc(F)cc2c2nc3ccccc3nc21	8	-2	82	-1.4	11
12	O=C(N/N=C/c1ccco1)Nc1ccccc1	-5	-4	112	-4.3	-8
13	O=C(CNC(=O)c1ccccc1F)NC1=NCCS1	1	1	104	-1.2	1
14	O=C(Cn1ccn(-c2ccc(F)c(F)c2)c(=O)c1=O)NCCc1ccccc1	16	-9	100	1.0	.
15	Cc1onc(-c2c(Cl)cccc2Cl)c1C(=O)N1CCN(c2ccccc2F)CC1	-2	2	104	-3.1	-38

item	FID counter	NALP1 inh	MEKK2 mut-MEK5	VIM-2 inh
1	-1	12	.	3.1
2	-4	-8	4	-3.8
3	0	.	2	1.2
4	-14	4	4	-0.7
5	-14	19	2	22*
6	-3	0	-6	-3.6
7	-33	-11	-6	-2.1
8	0	4	-3	-1.6
9	0	21	5	-2.1
10	8	31	0	0.6
11	-1	-2	-4	1.2
12	-5	36	11	-2.3
13	-4	7	6	-1.3
14	-3	23	0	1.4
15	-41	0	4	-1.3

More results
item	SMILES	HCV NS3 hel inh	M18AAP inhibitor	MEKK2wt PB1 HTS	IMP-1 inh	SUMO HTRF inh
16	Cc1cc(C)c(S(=O)(=O)c2ccccc2C)c(OCCO)n1	-12	1	96	1.0	14
17	Cc1cccc(NC(=S)Nc2ccc(Cl)c(Cl)c2)c1	11	-2	118	1.4	17
18	CSc1ccc(S(=O)(=O)Nc2c(C)cccc2C)cc1	-4	0	96	-6.2	11
19	Cc1cc(=O)[nH]c(Cc2ccc(OC(C)C)cc2)n1	1	3	101	-6.2	-6
20	CCCCc1nnc(NC(=O)CN2C(=O)c3ccccc3C2=O)s1	7	0	97	-3.1	8
21	CC1CCCN(Cc2c(C(=O)N3CCc4ccccc4C3)nc3ccc(Cl)cn23)C1 (stereo not drawn)	-11	-3	99	-1.2	-6
22	Cc1cc(C)nc(N(C#N)CCOc2ccc(Cl)cc2)n1	-4	1	93	-2.0	-1
23	CC(C)[C@H](NC(=O)[C@H](Cc1ccccc1)n1c(=O)[nH]c2ccccc2c1=O)C(=O)N1CCC[C@@H]1C(=O)O	4	2	98	-1.9	-3
24	Cc1c(C(=O)NCCCN2CCOCC2)oc2c1C1(CCC2)SCCS1	-11	-2	109	-5.1	20
25	CC(=O)Nc1ccc(S(=O)(=O)Nc2ccc3c(c2)C(=O)OC3)cc1	0	-1	98	-1.8	1
26	CCOC(=O)N1CCN(C(=O)C(=O)NN)CC1	8	-4	99	-1.1	8
27	O=C(Cc1ccccc1F)NC1CCCN(Cc2ccc(Cl)cc2)C1 (stereo not drawn)	4	-4	113	-4.0	18
28	COc1ccc(-c2nc(CS(=O)CC(=O)NCCCN3CCCC(C)C3)c(C)o2)cc1OC (stereo not drawn)	6	-2	103	-3.1	7
29	COc1cc2nc(SCC(=O)NCCc3ccccc3)n(Cc3ccco3)c(=O)c2cc1OC	6	-5	78	0.3	25
30	N/C(=N\c1nc(C(F)(F)F)cc(=O)[nH]1)Nc1ccc(Cl)cc1	11	-1	102	-2.1	8

item	FID counter	NALP1 inh	MEKK2 mut-MEK5	VIM-2 inh
16	-6	-6	-1	-1.5
17	8	7	4	1.6
18	-11	3	-3	-2.3
19	0	10	6	-4.2
20	-4	18	-2	-3.5
21	-27	26	-3	0.0
22	-9	28	10	-5.4
23	-27	14	-1	-1.2
24	5	22	0	-2.8
25	-1	-1	-4	-1.7
26	-1	9	-5	-1.9
27	1	30	10	-1.8
28	-1	25	1	-1.4
29	-14	10	-12	1.2
30	-1	21	24	-2.0

Additional results follow.
item	SMILES	HCV NS3 hel inh	M18AAP inhibitor	MEKK2wt PB1 HTS	IMP-1 inh	SUMO HTRF inh
31	CN(c1ccc(C(=O)N2CCN(c3ccccc3F)CC2)cc1)S(=O)(=O)c1ccccc1	-8	3	100	-2.5	-8
32	CN1C(=O)c2ccc(C(=O)NCc3ccc4c(c3)OCO4)cc2C1=O	-7	-2	88	0.6	4
33	Cc1ccccc1N(CC(=O)NC1CCCCC1)C(=O)c1csnn1	-15	-10	102	-1.3	4
34	CCn1nc(C(=O)N2CCc3ccccc3C2)c2ccccc2c1=O	-6	5	95	-4.3	23
35	COc1cc(OC)c(C2Oc3nc(SC)nnc3-c3ccccc3N2C(C)=O)cc1OC (stereo not drawn)	-3	0	94	-0.2	-2
36	O=C1NC(C(=O)O)=CC(c2ccc([N+](=O)[O-])cc2)N1 (stereo not drawn)	-7	12	98	-2.5	7
37	Cc1cc(Cl)ccc1OCC(=O)NNC(=O)c1cccnc1	-5	6	105	-2.0	-1
38	O=C(Nc1ccc(Cl)cc1)NC1CCCCC1Cc1ccco1 (stereo not drawn)	10	3	46*[inhibitor]	-2.6	-38
39	COc1ccccc1CCN1C(=S)NC(C)(C)CC1(C)O (stereo not drawn)	-2	-7	104	-3.1	6
40	CC1(C)CC(=O)C2=C(C1)NC1=C(C(=O)c3ccccc31)C2c1ccc(O)cc1 (stereo not drawn)	0	4	101	-4.7	-15
41	Cc1cccc(C(=O)NNC(=O)CN2C(=O)c3ccccc3C2=O)c1	3	3	100	0.7	2
42	Cn1nc(C(=O)N2CCN(c3ccc(Cl)cc3)CC2)c2c1-c1ccccc1S(=O)(=O)C2	-14	-16	99	1.2	.
43	CCOC(=O)Cc1cc(=O)[nH]c(Nc2nc3ccccc3o2)n1	5	10	108	-15	-69
44	CCn1ncc(C2=NOC(C(=O)N3CCC(C(N)=O)CC3)C2)c1C (stereo not drawn)	.	.	108	.	-2
45	CCOC(=O)c1c(C)n(CC(O)c2ccccc2)c2ccc(O)cc12 (stereo not drawn)	-1	0	99	-0.1	-3

item	FID counter	NALP1 inh	MEKK2 mut-MEK5	VIM-2 inh
31	-48	11	-5	-1.0
32	0	19	-4	-3.6
33	-15	21	3	-1.9
34	-12	-16	-3	-1.4
35	-1	7	-1	-2.5
36	2	-4	0	-1.5
37	-8	4	3	-2.0
38	-2	-3	-9	-3.3
39	-18	6	4	-3.5
40	-7	24	-1	-0.2
41	9	52	3	-0.5
42	-35	4	-7	-0.1
43	-5	-3	5	-2.6
44	.	18	2	.
45	-18	10	1	-0.1

Reformatted: results already given
Second line of a record: HCV NS3 hel inh | M18AAP inhibitor | MEKK2wt PB1 HTS | IMP-1 inh | SUMO HTRF inh | FID counter | NALP1 inh | MEKK2 mut-MEK5 | VIM-2 inh
(33) Cc1ccccc1N(CC(=O)NC1CCCCC1)C(=O)c1csnn1
 : -15 | -10 | 102 | -1.3 | 4 | -15 | 21 | 3 | -1.9
(42) Cn1nc(C(=O)N2CCN(c3ccc(Cl)cc3)CC2)c2c1-c1ccccc1S(=O)(=O)C2
 : -14 | -16 | 99 | 1.2 | . | -35 | 4 | -7 | -0.1
(43) CCOC(=O)Cc1cc(=O)[nH]c(Nc2nc3ccccc3o2)n1
 : 5 | 10 | 108 | -15 | -69 | -5 | -3 | 5 | -2.6
(35) COc1cc(OC)c(C2Oc3nc(SC)nnc3-c3ccccc3N2C(C)=O)cc1OC (stereo not drawn)
 : -3 | 0 | 94 | -0.2 | -2 | -1 | 7 | -1 | -2.5
(38) O=C(Nc1ccc(Cl)cc1)NC1CCCCC1Cc1ccco1 (stereo not drawn)
 : 10 | 3 | 46*[inhibitor] | -2.6 | -38 | -2 | -3 | -9 | -3.3
(40) CC1(C)CC(=O)C2=C(C1)NC1=C(C(=O)c3ccccc31)C2c1ccc(O)cc1 (stereo not drawn)
 : 0 | 4 | 101 | -4.7 | -15 | -7 | 24 | -1 | -0.2

Continuation.
item	SMILES	HCV NS3 hel inh	M18AAP inhibitor	MEKK2wt PB1 HTS	IMP-1 inh	SUMO HTRF inh
46	CCC(C)(C)n1nnnc1CN1CCC(c2nc3ccc(C)cc3[nH]2)CC1	3	5	104	1.4	3
47	Cc1ccsc1C1CC(=O)Nc2ccccc2S1 (stereo not drawn)	-4	2	96	-1.6	17
48	OCCCN1c2ccccc2Nc2nnc(-c3ccccc3)cc21	-3	-5	101	-6.4	-12
49	O=C(C1CCC(CNS(=O)(=O)c2cccc3nsnc23)CC1)N1CC=C(c2ccccc2)CC1 (stereo not drawn)	-15	5	105	-4.3	-13
50	COc1ccc(OC)c(/C(C)=N/Nc2ccc(C(=O)O)cc2)c1	-8	27	106	-2.3	13
51	O=C(COc1cc(Cl)c(Cl)cc1Cl)Nc1ccncc1	-5	-5	97	-3.2	-19
52	Cc1ccc(C(=O)OCC(=O)Nc2ccc3c(c2)OCO3)o1	2	-2	90	-3.2	-6
53	O=C(NCCCNC(=O)c1cncc(O)c1)c1cncc(O)c1	-14	0	92	-2.5	21
54	COC(=O)[C@@H](Cc1c[nH]c2ccccc12)NC(=O)CCC(=O)c1ccc(F)cc1	13	-1	104	-0.9	-8
55	CC(C)c1nc(SCC(=O)Nc2cccc(C(F)(F)F)c2)c2c(=O)n(C)c(=O)n(C)c2n1	2	0	101	-2.8	16
56	C/C(=N\NC(=O)CC#N)c1cc2ccccc2oc1=O	11	5	107	-1.2	-11

item	FID counter	NALP1 inh	MEKK2 mut-MEK5	VIM-2 inh
46	-4	-4	1	0.0
47	-12	.	-4	-2.1
48	-10	-2	4	-1.2
49	-36	-10	2	-2.3
50	-6	1	7	-2.7
51	3	2	-8	-1.8
52	-2	-5	-1	0.6
53	-3	16	-2	-1.4
54	-23	12	1	-0.1
55	-1	17	-1	-3.3
56	-1	16	3	-0.4

Screening results deposited in PubChem BioAssay by several laboratories.
